Screening results as filed in PubChem BioAssay.
PGE2 EP2 inh: EP2 receptor (human) inhibition. C6 glioma cells expressing human EP2, cAMP TR-FRET; cells stimulated with saturating PGE2. actives 0.52% (n = 260,000). inhibition, % at 25 µM. AID 1422;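 active means percent inhibition above 40 after rounding to a whole number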;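 further: rat C6 glioma host cells with rolipram phosphodiesterase inhibitor present; the protocol text gives 20 µM as final concentration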
Target sequence (P43116 whole entry, looked up): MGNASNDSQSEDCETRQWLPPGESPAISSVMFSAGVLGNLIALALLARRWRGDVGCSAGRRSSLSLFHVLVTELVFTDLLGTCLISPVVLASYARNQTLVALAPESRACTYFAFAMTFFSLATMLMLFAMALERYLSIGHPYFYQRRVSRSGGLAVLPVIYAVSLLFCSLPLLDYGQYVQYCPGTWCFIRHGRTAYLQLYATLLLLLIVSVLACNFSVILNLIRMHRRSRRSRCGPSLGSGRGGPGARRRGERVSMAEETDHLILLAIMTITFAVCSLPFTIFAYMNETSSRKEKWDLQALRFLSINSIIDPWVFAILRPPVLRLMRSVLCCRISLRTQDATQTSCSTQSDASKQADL
CHOP inhibitor: blocks CHOP induction under ER stress | CHO-K1 CHOP-promoter luciferase, tunicamycin-induced, 15-18 h | inhibition, % at 10 µM | actives 3.8% (n = 220,000) | AID 2732;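 active means compounds that reduced the stress-induced luciferase reporter signal by more than about 70% of percent inhibition, limit read from the data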;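 further: 0% = tunicamycin plus vehicle and 100% = wells without tunicamycin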
Tb hexokinase: blocks Trypanosoma brucei hexokinase 1 activity | recombinant TbHK1, G6PDH-coupled NADH A340 | inhibition, % at 10 µM | actives 0.11% (n = 220,000) | AID 1430;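 active means inhibition of 50% or more in the single-dose primary screen; inactive means inhibition below 50%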
zVAD death inh: blocks zVAD induced death of L929 cells; L929 zVAD necroptosis rescue, ATP luminescence, 24 h; with zVAD 60 µM; viability rescue, % at 10 µM; actives 0.38% (n = 220,000);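 active means activation, scaled between plate controls, above about 75%, limit read from the data; inactive means activation under that limit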;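 further: 0% = zVAD with DMSO and 100% = DMSO alone without zVAD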
FXIIa inh 1536: inhibitors of human coagulation factor XIIa; P00748; purified FXIIa, Boc-QGR-AMC fluorogenic substrate, 2 h; inhibition, % at 5 µM; actives 0.3% (n = 220,000); AID 800; in the data active means inhibition above about 40%;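 further: 0% = enzyme with no compound and 100% = blank without enzyme; many of its hits are not listed in these tables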
Target sequence (P00748 20-372 limits assumed): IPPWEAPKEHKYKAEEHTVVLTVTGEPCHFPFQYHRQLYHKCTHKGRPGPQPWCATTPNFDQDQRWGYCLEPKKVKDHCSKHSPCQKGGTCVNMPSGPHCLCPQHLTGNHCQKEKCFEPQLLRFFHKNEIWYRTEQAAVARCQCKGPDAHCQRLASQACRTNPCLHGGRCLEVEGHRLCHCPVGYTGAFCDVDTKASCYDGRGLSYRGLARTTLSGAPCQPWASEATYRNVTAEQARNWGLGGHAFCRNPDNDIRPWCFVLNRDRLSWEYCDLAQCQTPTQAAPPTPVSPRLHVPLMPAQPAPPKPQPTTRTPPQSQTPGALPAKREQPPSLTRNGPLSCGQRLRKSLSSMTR
Target sequence (P00748 373-615 limits assumed): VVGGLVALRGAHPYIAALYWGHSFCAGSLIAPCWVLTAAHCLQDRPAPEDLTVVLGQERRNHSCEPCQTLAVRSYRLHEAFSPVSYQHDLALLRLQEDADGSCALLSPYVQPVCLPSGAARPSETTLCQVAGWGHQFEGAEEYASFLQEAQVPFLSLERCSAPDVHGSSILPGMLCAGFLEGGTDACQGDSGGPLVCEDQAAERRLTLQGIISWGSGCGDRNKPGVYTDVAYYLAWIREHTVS
TNF death inh: blocks TNF-alpha induced death of Jurkat FADD-/- cells | Jurkat FADD-/- TNF necroptosis rescue, ATP luminescence, 24 h; 0 = TNF only, 100 = no-TNF cells | activation (protection from cell death), % at 10 µM | actives 0.068% (n = 220,000);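 active means activation, meaning protection from cell death, of at least 50% relative to plate controls; inactive means activation below 50%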;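 further: necroptosis triggered by 40 ng/mL TNF-alpha added together with compound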
PPC-1+TRAIL kill: PPC-1 cancer cell killing with TRAIL present | PPC-1 cells + TRAIL, ATPLite viability luminescence | cell killing (% activity), % at 4 µM | actives 0.41% (n = 220,000) | AID 1443;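 active means cell killing above 50% in the first pass at 4 µM, then a duplicate retest at 5 µM averaging 50% or more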;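 further: plate controls were cells with TRAIL plus DMSO for no effect and medium-only wells lacking cells for full effect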
FXIa inh: inhibitors of human coagulation factor XIa; inhibition, % at 5 µM; AID 798; actives 0.14% (n = 220,000); P03951; purified FXIa, Boc-Glu-Ala-Arg-AMC fluorogenic substrate;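 active means inhibition of at least 40%; inactive means inhibition below 40%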;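 further: fluorescence of freed AMC excited at 355 nm; 0% = enzyme without compound and 100% = no enzyme blank; many of its hits are not listed in these tables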
Wee1 stabilizer: blocks degradation of human Wee1 kinase; HeLa Luc-Wee1K328M stability, luciferase luminescence; 100% = proteasome inhibitor MG132 effect; reporter increase, % at 5 µM; actives 1.2% (n = 220,000); AID 1321;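 active means activation above the mean of all tested compounds plus 3 SD, set per screening run, cut at about 8.8% in these data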;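 further: cells exposed to compound for 20 h before luminescence read; 0% = DMSO alone and 100% = MG132 at 30 µM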
An asterisk follows results filed as active; . = not tested or not shown; & = joins results of further samples. The list is partial, so the mix of outcomes need not match the whole.

1: O=C(O)c1ccccc1C(=O)c1ccc2c(c1)N(Cc1ccc(Cl)c(Cl)c1)C(=O)CO2
2: C#CCN1C(=O)S/C(=C/c2cc(C)n(CC)c2C)C1=O
3: O=C(N/N=C/c1ccc([N+](=O)[O-])s1)c1ccccc1Br
4: CCc1cccc(C)c1NC(=O)COn1nnc2ccc(C(F)(F)F)cc21
5: O=C(O)CC1SC(=Nc2cccc(O)c2)NC1=O (stereo unspecified)
compound no.,1,2,3,4,5
PGE2 EP2 inh,4,6,14,0,15
CHOP inhibitor,-5,7,15,11,-23
Tb hexokinase,11,2,2,8,0
zVAD death inh,4.3,0.5,15,0.3,0.9
FXIIa inh 1536,6,8,20,10,9
TNF death inh,1.4,-0.9,-9.6,1.5,2.4
PPC-1+TRAIL kill,16,27,-1,21,3
FXIa inh,-1,-3,-2,5,1
Wee1 stabilizer,1,3,2,4,-1

6: COc1cccc(-c2n[nH]c3c2CCC3)c1
7: CCc1nnc(NC(=O)c2ccc(S(=O)(=O)N(CC)CC)cc2)s1
8: O=C1N(c2cccc(Cl)c2)C(c2ccc(Cl)cc2)N2CCCN12 (stereo unspecified)
9: O=C(CCc1ccc(Oc2cc([N+](=O)[O-])cc([N+](=O)[O-])c2)cc1)N1CCCCC1
10: COC(=O)CN1C(=S)N(c2ccc(F)cc2)C(=O)C1CC(=O)Nc1ccc(OC)cc1 (stereo unspecified)
compound no.,6,7,8,9,10
PGE2 EP2 inh,2,6,6,23,7
CHOP inhibitor,12,8,13,7,4
Tb hexokinase,7,-15,0,-3,-8
zVAD death inh,4.2,1.0,-0.4,0.0,1.9
FXIIa inh 1536,8,25,19,30,-5
TNF death inh,2.3,1.1,2.6,-3.9,3.7
PPC-1+TRAIL kill,17,-14,-28,13,12
FXIa inh,1,4,7,22,-4
Wee1 stabilizer,0,-3,-1,-2,5

11: OCCSc1nc(-c2cccnc2)nc2ccccc12
12: COc1ccc(CC(=O)Nc2nnc(-c3cccc([N+](=O)[O-])c3)s2)cc1
13: O=C(Nc1cccc2c1CCCC2)c1ccc(Br)o1
14: O=C(/C=C/c1cccc([N+](=O)[O-])c1)NCCSCc1cccc(Cl)c1
15: COCCNc1ccnc2c(Cl)cccc12
compound no.,11,12,13,14,15
PGE2 EP2 inh,2,2,2,7,7
CHOP inhibitor,17,-10,36,12,-14
Tb hexokinase,-13,-4,-1,3,-102
zVAD death inh,22,.,0.4,1.5,.
FXIIa inh 1536,3,7,3,6,6
TNF death inh,-1.7,0.8,-4.6,2.4,-0.2
PPC-1+TRAIL kill,-12,-5,7,5,10
FXIa inh,-3,2,4,1,36
Wee1 stabilizer,-3,3,5,-2,-1

16: COc1ccccc1NC(=O)C1CC(=O)N(c2ccc(F)cc2)C1 (stereo unspecified)
17: CC/C(Cc1ccccc1)=N\NC(=O)c1cc([N+](=O)[O-])cc([N+](=O)[O-])c1
18: CN(CCNC(=O)CN1CCN(Cc2ccccc2Cl)C1=O)Cc1ccccc1
19: COc1ccccc1NC(=O)CSc1nc2c(sc3ccccc32)c(=O)n1CCN(C)C
20: Cc1cc(C)c(C#N)c(SCS(=O)Cc2ccccc2)n1 (stereo unspecified)
compound no.,16,17,18,19,20
PGE2 EP2 inh,6,7,14,7,5
CHOP inhibitor,18,19,24,29,30
Tb hexokinase,-2,4,8,-19,1
zVAD death inh,0.5,-0.9,-0.2,1.0,0.0
FXIIa inh 1536,14,32,6,3,4
TNF death inh,-1.2,-0.4,-0.7,-7.9,5.4
PPC-1+TRAIL kill,9,32,4,19,7
FXIa inh,5,35,6,-4,-7
Wee1 stabilizer,-1,-4,0,-1,-2

21: COC(=O)c1ccc(C23CC4(C2)[C@H](CN(Cc2ccc(C(F)(F)F)cc2)[C@@H]4c2ccccc2)C3c2ccccc2)cc1 (stereo partly specified)
22: CCN(CC)S(=O)(=O)c1cc(C(=O)Nc2ccccc2[N+](=O)[O-])ccc1Cl
23: COc1cc([N+](=O)[O-])cc2cc(C(=O)N3CCCC3)c(=O)oc12
24: CCc1ccc(NC(=O)Cn2nnc(-c3ccc(C)cc3-n3cnnn3)n2)cc1
25: Cc1cccc(OCC(=O)Nc2ccccc2N2CCN(C(=O)C(C)C)CC2)c1C
compound no.,21,22,23,24,25
PGE2 EP2 inh,9,23,11,7,4
CHOP inhibitor,-9,-28,-17,12,58
Tb hexokinase,-20,30,-12,-11,4
zVAD death inh,0.6,1.2,0.9,0.8,-0.2
FXIIa inh 1536,5,1,2,12,4
TNF death inh,1.4,3.4,0.1,4.9,-0.4
PPC-1+TRAIL kill,8,5,.,23,10
FXIa inh,-1,-6,-5,2,9
Wee1 stabilizer,.,0,0,-3,0

26: COc1ccc(C2C(=O)N(C3CCCCC3)CC(=O)N2Cc2ccc3c(c2)OCO3)cc1 (stereo unspecified)
27: Cc1ccc(NC(=O)OCc2ccccc2S(C)=O)cc1 (stereo unspecified)
28: Cc1ccc(C(=O)NCCNc2ccc([N+](=O)[O-])cc2C(F)(F)F)cc1
29: COc1ccc(N2C(=O)N(Cc3ccc(C)cc3)c3ccccc3S2(=O)=O)cc1
30: CC(NC(=O)Nc1ccc2c(c1)OCO2)c1ccncc1 (stereo unspecified)
compound no.,26,27,28,29,30
PGE2 EP2 inh,.,6,6,4,4
CHOP inhibitor,-4,-15,40,20,-21
Tb hexokinase,4,-8,-7,-2,-6
zVAD death inh,0.6,4.8,0.7,-1.0,1.3
FXIIa inh 1536,8,12,14,9,-2
TNF death inh,-1.9,-0.4,3.4,1.5,1.1
PPC-1+TRAIL kill,0,11,10,12,7
FXIa inh,5,0,6,-2,-3
Wee1 stabilizer,-3,2,1,0,-1

31: Cc1ccc(NC(=O)CCN2CCN(C/C=C/c3ccccc3)CC2)cc1C
32: COc1ccc(C2CC(O)(c3ccccc3)Oc3cc(OC)c(OC)c(OC)c32)cc1 (stereo unspecified)
33: CSc1ccccc1NC(=O)COC(=O)c1ccccc1O
34: CCOC(=O)c1c(C)c(C(=O)NCCOC)c(C)n1CC
35: CCOc1ccc(NC(=O)CN(C)CC(=O)Nc2cc(Cl)ccc2C#N)cc1OCC
compound no.,31,32,33,34,35
PGE2 EP2 inh,.,11,4,6,9
CHOP inhibitor,39,28,-9,45,25
Tb hexokinase,1,-10,0,-3,0
zVAD death inh,3.2,-0.4,7.8,2.4,0.0
FXIIa inh 1536,1,3,9,9,10
TNF death inh,1.5,-3.2,0.1,-0.1,1.6
PPC-1+TRAIL kill,13,3,9,9,-5
FXIa inh,-6,-1,0,-1,0
Wee1 stabilizer,-3,.,-4,8,0

In a second layout: 4 of the compounds above
| nr | molecule | PGE2 EP2 inh | CHOP inhibitor | Tb hexokinase | zVAD death inh | FXIIa inh 1536 | TNF death inh | PPC-1+TRAIL kill | FXIa inh | Wee1 stabilizer |
| --- | --- | --- | --- | --- | --- | --- | --- | --- | --- | --- |
| 32 | COc1ccc(C2CC(O)(c3ccccc3)Oc3cc(OC)c(OC)c(OC)c32)cc1 (stereo unspecified) | 11 | 28 | -10 | -0.4 | 3 | -3.2 | 3 | -1 | . |
| 33 | CSc1ccccc1NC(=O)COC(=O)c1ccccc1O | 4 | -9 | 0 | 7.8 | 9 | 0.1 | 9 | 0 | -4 |
| 34 | CCOC(=O)c1c(C)c(C(=O)NCCOC)c(C)n1CC | 6 | 45 | -3 | 2.4 | 9 | -0.1 | 9 | -1 | 8 |
| 35 | CCOc1ccc(NC(=O)CN(C)CC(=O)Nc2cc(Cl)ccc2C#N)cc1OCC | 9 | 25 | 0 | 0.0 | 10 | 1.6 | -5 | 0 | 0 |

The results go on:
36: CCOc1ccc(-n2cnc3scc(-c4ccc(OC)c(OC)c4)c3c2=O)cc1
37: O=C(NCc1cccs1)C1CCCN(S(=O)(=O)c2ccc(Br)s2)C1 (stereo unspecified)
38: CCN(CC)S(=O)(=O)c1ccc(Cl)c(NC(=O)c2ccccc2C)c1
39: O=C(Cc1ccccc1[N+](=O)[O-])N1CCN(c2ccccc2F)CC1
40: COC(=O)c1ccccc1NC(=O)N1CCN(C(=O)c2ccco2)CC1
compound no.,36,37,38,39,40
PGE2 EP2 inh,7&6,19,9,7,.
CHOP inhibitor,51,8,-6,-16,-5
Tb hexokinase,-7,5,3,1,-6
zVAD death inh,69,1.1,-0.2,0.4,1.4
FXIIa inh 1536,11,8,12,9,17
TNF death inh,-3.0,0.7,-2.2,-0.9,-0.6
PPC-1+TRAIL kill,14,17,11,17,20
FXIa inh,0,5,14,12,-3
Wee1 stabilizer,2,1,2,-2,-2

41: N=c1n(CCOc2ccccc2)c2ccccc2n1CCN1CCOCC1
42: O=C(c1ccccc1)C1C(c2ccccc2)C1[N+](=O)[O-] (stereo unspecified)
43: NC(=O)c1oc2ccccc2c1NC(=O)CCc1ccccc1
44: NC(=O)[C@@H]1CCCCNc2c(I)cc([N+](=O)[O-])cc2C(=O)N[C@@H](CCC(=O)O)C(=O)N[C@@H](CO)C(=O)N1
45: Cc1ccc(N=Cc2ccc[nH]2)c(O)c1
compound no.,41,42,43,44,45
PGE2 EP2 inh,15,4,11,7,15
CHOP inhibitor,31,9,0,22,48
Tb hexokinase,11,-1,2,-4,-14
zVAD death inh,0.4,4.3,0.5,5.1,0.4
FXIIa inh 1536,15,10,15,11,12
TNF death inh,-1.2,-0.4,2.1,1.1,1.2
PPC-1+TRAIL kill,8,-10,10,4,17
FXIa inh,2,-4,1,5,2
Wee1 stabilizer,0,1,-2,5,3

46: COc1ccc(NC(=O)Cc2cccs2)c(OC)c1
47: Cc1cccc(C(=O)N2CCC(=O)N(C(COCc3ccc(Cl)cc3)Cc3ccccc3)CC2)c1 (stereo unspecified)
48: CCCCOc1ccc(Br)cc1/C(C)=N/NC1=NCCN1
49: CCOC(=O)c1c(C)c(C(=O)NCCN2CCOCC2)c(C)n1C
50: C[C@H](NC(=O)[C@@H]1CCC(=O)N1Cc1ccco1)c1ccccc1
51: CCO[C@@H]1OC(C(=O)Nc2ccccc2)=C[C@H](c2ccc(Br)cc2)[C@H]1CCCO
52: Cc1ccccc1Oc1ncnc(N)c1[N+](=O)[O-]
53: CCCn1c(N2CCN(Cc3ccc(Cl)cc3)CC2)nc2ccccc21
compound no.,46,47,48,49,50,51,52,53
PGE2 EP2 inh,9,12,16,12,4,12,0,15
CHOP inhibitor,23,21,.,7,5,-15,7,56
Tb hexokinase,-3,0,4,-4,-13,-12,-10,-2
zVAD death inh,2.3,1.1,-1.6,1.0,-0.3,3.8,1.6,0.9
FXIIa inh 1536,13,3,12,11,8,7,11,9
TNF death inh,0.7,0.3,-8.7,-1.8,-0.4,7.7,3.5,2.1
PPC-1+TRAIL kill,3,-6,10,11,0,9,12,8
FXIa inh,5,-10,5,3,2,-2,4,0
Wee1 stabilizer,0,-1,-1,2,-3,-1,1,-3
